PAFAH2 inh: PAFAH2 enzyme inhibitors, primary screen, biochemical, fluorescence polarization, human | inhibition, % at 3.39 µM | recombinant PAFAH2, FP-rhodamine activity probe | AID 492956, 2010 | hit rate 0.99% among 340,000 | Platelet-activating factor acetylhydrolase 2, cytoplasmic (Homo sapiens), Q99487;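 active = inhibition above the mean over all tested compounds plus 3 SD, cut at about 30% in these data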;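 note: inhibitors block probe labeling of enzyme so polarization drops; 0% = enzyme with DMSO and 100% = wells lacking PAFAH2 protein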
pPAFAH FP inh: pPAFAH enzyme inhibitors, primary screen, biochemical, fluorescence polarization, human; inhibition, % at 3.39 µM; Platelet-activating factor acetylhydrolase (Homo sapiens), Q13093; recombinant pPAFAH, FP-rhodamine probe fluorescence polarization; hit rate 1.5% among 330,000;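 active = inhibition above the mean inhibition across the screen plus 3 SD, cut at about 25% in these data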;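 note: inhibitors block binding of the rhodamine activity-based probe so polarization drops; 0% = enzyme with DMSO and 100% = wells lacking pPAFAH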
Target sequence (Q13093 whole entry, looked up): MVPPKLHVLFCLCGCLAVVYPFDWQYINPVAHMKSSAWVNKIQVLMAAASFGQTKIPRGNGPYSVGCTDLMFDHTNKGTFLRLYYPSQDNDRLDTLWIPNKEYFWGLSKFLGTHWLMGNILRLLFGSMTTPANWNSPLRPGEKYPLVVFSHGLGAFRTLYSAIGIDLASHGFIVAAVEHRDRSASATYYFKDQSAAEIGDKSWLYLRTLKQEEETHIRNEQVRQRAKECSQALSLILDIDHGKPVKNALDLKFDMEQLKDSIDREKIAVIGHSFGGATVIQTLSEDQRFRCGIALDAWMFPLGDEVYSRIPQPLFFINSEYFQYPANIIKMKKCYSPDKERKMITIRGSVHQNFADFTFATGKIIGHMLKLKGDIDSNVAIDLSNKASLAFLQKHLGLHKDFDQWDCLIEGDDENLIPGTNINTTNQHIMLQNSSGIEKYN
PREPL inh: PREPL enzyme inhibitors, primary screen, biochemical, fluorescence polarization; Prolyl endopeptidase-like (Homo sapiens), Q4J6C6; recombinant PREPL, fluorescence polarization activity-based probe; inhibition, % at 5.96 µM; hit rate 0.68% among 320,000; in the data active = inhibition above about 43%;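 note: 0% = enzyme with DMSO and 100% = wells lacking enzyme; many of its hits are not listed in these tables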
LYPLA2 counter: LYPLA2 inhibitors, primary screen, counter-screen for PME1 inhibitor project, biochemical, fluorescence polarization, FP-Rh probe ABPP; recombinant LYPLA2; hit rate 0.38% among 320,000; Acyl-protein thioesterase 2 (Homo sapiens), O95372; inhibition, % at 5.9 µM;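 active = inhibition above the screen-wide mean plus 3 SD, limit set per campaign, cut at about 26% in these data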;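 note: 0% = LYPLA2 with DMSO and 100% = wells lacking LYPLA2 enzyme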
Target sequence (O95372 whole entry, looked up): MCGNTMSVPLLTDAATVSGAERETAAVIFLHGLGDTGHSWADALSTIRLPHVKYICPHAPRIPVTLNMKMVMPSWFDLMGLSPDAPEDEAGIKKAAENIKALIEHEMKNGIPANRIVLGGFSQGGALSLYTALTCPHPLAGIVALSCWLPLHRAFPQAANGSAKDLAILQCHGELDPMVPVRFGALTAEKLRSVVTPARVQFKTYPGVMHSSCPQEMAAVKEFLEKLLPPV
ZTA counter: blocks Epstein-Barr virus ZTA, an EBNA-1 counter-screen | ZTA-DNA binding, fluorescence polarization | AID 2234 | inhibition, % at 11 µM | hit rate 0.15% among 320,000; in the data active = inhibition above about 33%
PAFAH1B2 inh: PAFAH1B2 enzyme inhibitors, primary screen, biochemical, fluorescence polarization, human. recombinant PAFAH1B2, FP-rhodamine activity probe. inhibition, % at 3.39 µM. hit rate 1.2% among 340,000. Platelet-activating factor acetylhydrolase IB subunit alpha2 (Homo sapiens), P68402;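 active = inhibition above the mean of all tested compounds plus 3 SD, cut at about 24% in these data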;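 note: 0% = enzyme with DMSO and 100% = wells lacking PAFAH1B2; many of its hits are not listed in these tables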
Target sequence (P68402 whole entry, looked up): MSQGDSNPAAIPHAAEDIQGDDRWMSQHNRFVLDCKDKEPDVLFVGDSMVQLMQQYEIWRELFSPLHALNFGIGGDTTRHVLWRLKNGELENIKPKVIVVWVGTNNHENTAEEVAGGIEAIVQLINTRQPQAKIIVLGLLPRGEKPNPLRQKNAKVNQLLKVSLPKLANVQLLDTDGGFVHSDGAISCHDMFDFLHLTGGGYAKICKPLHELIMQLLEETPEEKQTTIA
EBNA-1 inhibitor: EBNA-1 DNA-binding inhibitors, primary screen, biochemical, fluorescence polarization. inhibition, % at 14.8 µM. hit rate 0.34% among 300,000. AID 1950, 2009; in the data active = inhibition above about 28%
PAFAH1B3 inh: PAFAH1B3 enzyme inhibitors, primary screen, biochemical, fluorescence polarization, human; Platelet-activating factor acetylhydrolase IB subunit alpha1 (Homo sapiens), Q15102; recombinant PAFAH1B3, FP-rhodamine probe; inhibition, % at 3.39 µM; hit rate 0.28% among 340,000; AID 492972, 2010;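 active = inhibition above the screen-wide average of all tested compounds plus 3 SD, cut at about 25% in these data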;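 note: 0% = enzyme with DMSO only and 100% = wells lacking PAFAH1B3 protein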
LYPLA1 counter: LYPLA1 inhibitors, primary screen, counter-screen for PME1 inhibitor project, biochemical, fluorescence polarization, FP-Rh probe ABPP; inhibition, % at 5.9 µM; hit rate 0.16% among 320,000; Acyl-protein thioesterase 1 (Homo sapiens), O75608; AID 2174, 2009; recombinant LYPLA1;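 active = inhibition above the mean of all tested compounds plus 3 SD, set per campaign, cut at about 14% in these data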;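 note: inhibitors block serine hydrolase probe labeling of LYPLA1 so polarization falls; 0% = enzyme with DMSO and 100% = wells lacking LYPLA1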
Active calls of the source: *; . = no result given.

SMILES	PAFAH2 inh	pPAFAH FP inh	PREPL inh	LYPLA2 counter	ZTA counter	PAFAH1B2 inh	EBNA-1 inhibitor	PAFAH1B3 inh	LYPLA1 counter
CCC(CC)C(=O)Nc1ccc(Sc2ccc([N+](=O)[O-])cc2)cc1	-5	14	18	-20	8	8	6	-2	6
COc1cc2ccccc2cc1C(=O)Nc1nnc(-c2ccncc2)o1	-9	-5	-9	-4	-6	1	5	7	1
O=C(N/N=C/C(Cl)=C/c1ccccc1)c1cnccn1	-3	-4	2	12	-20	2	6	9	4
CCCc1nc2ccccc2c(C(=O)OCC(=O)NCc2ccc3c(c2)OCO3)c1CC	6	-4	-12	-1	-12	-3	4	-1	-1
CC(=O)NS(=O)(=O)c1ccc(NS(=O)(=O)c2ccc3ccccc3c2)cc1	-5	-1	-1	-4	0	29*	-1	15	0
COCCNC(=O)C12CC3CC(CC(Cl)(C3)C1)C2	.	4	17	1	11	.	7	.	0
CNC(C)C#Cc1ccc2sc3cc(OC)c(OC)cc3c(=O)c2c1 (stereo not given)	.	-3	-15	-3	25	.	1	.	-1
CCN1CCN(CCC(=O)Nc2cc(OC)cc(OC)c2)CC1	-1	5	-6	-1	2	-2	7	1	-4
Cc1ccc(C(=O)Nc2ccccc2-c2ccccc2)cc1[N+](=O)[O-]	13	7	7	3	10	5	4	3	-1
Cc1[nH]c2ccccc2c1C(=O)CN1C(=O)C(=O)N(Cc2ccco2)C1=O	0	11	6	1	-6	1	-2	6	0
COc1ccc(NC(=O)COC(=O)CCc2cc(OC)c(OC)c(OC)c2)c([N+](=O)[O-])c1	-6	7	13	4	-15	1	-18	12	-2
O=C(CSc1ncccn1)N1CCN(S(=O)(=O)c2ccccc2)CC1	4	0	6	-3	0	1	-6	1	-4
Cc1ccc(CCNc2ccccc2C)cn1	1	6	-1	1	-3	8	5	0	1
COc1ccc(Cl)cc1-n1c(=S)sc2c(=O)[nH]c(SCC(=O)NCC3CCCO3)nc21 (stereo not given)	8	0	4	-1	-4	6	-5	0	-5
CCOC(=O)COc1c(OC)cc(Cl)cc1C1Nc2ccccc2C(=O)N1c1ccccc1 (stereo not given)	1	5	13	8	-4	2	-9	4	-3
CSc1nccn1CC(=O)Nc1ccc(F)cc1	4	2	0	4	-2	-4	8	4	3
CC(C)Cn1c(-c2ccco2)nc2c(c(=O)c3ccccc3n2C)c1=O	.	-3	2	-3	8	.	1	.	-5
Cc1ccc(C(=O)NCCCN2CCOCC2)c(C)c1	-4	7	5	1	-5	1	1	6	-1
NC(=O)COC(=O)CC(c1ccccc1)c1ccccc1	-2	1	-7	2	-14	3	-1	1	-3
CC(C)NC(=O)Nc1ccc2c(c1)C(=O)N([C@H](C)CO)C[C@H](C)[C@@H](CN(C)C(=O)Nc1ccc3c(c1)OCO3)O2	10	1	14	.	.	5	.	2	.
O=C(COC(=O)c1ccco1)Nc1ccc([N+](=O)[O-])cc1Cl	41*	-2	31	4	-13	1	.	6	2
Cc1ccc(NC(=O)c2ccc3c(c2)OCCO3)nc1	1	-12	14	-9	-6	3	-17	7	-4
O=S(=O)(c1ccc2nc(SCc3ccc(Cl)cc3)[nH]c2c1)N1CCOCC1	-1	-2	23	0	9	10	14	-8	-8
CCCc1cc2c(cc1NS(=O)(=O)c1ccc(CCNC(C)=O)cc1)OCO2	9	-5	3	3	6	5	-3	10	-2
Cc1ccc(C)c(OCCNc2ncccc2[N+](=O)[O-])c1	10	7	2	3	0	-3	0	1	1
Carrying on:
SMILES	PAFAH2 inh	pPAFAH FP inh	PREPL inh	LYPLA2 counter	ZTA counter	PAFAH1B2 inh	EBNA-1 inhibitor	PAFAH1B3 inh	LYPLA1 counter
Cn1c(=S)[nH]c2cccnc21	2	2	2	6	-1	-7	2	10	4
CCOC(=O)c1sc(NC(=O)CC)c(C#N)c1C	-1	3	9	3	-14	4	-11	0	1
COc1ccc(CCNC(=O)COc2ccc(S(=O)(=O)NC(C)C)cc2)cc1OC	-7	-5	5	-6	-11	-3	-8	8	-3
COc1ccc(CN2C(=O)c3ccccc3C2C(=O)NCc2cccnc2)c(OC)c1 (stereo not given)	-5	3	0	4	5	3	-3	-1	6
c1ccc(CNC2=NCCCC2)cc1	1	-4	-3	-4	-1	-2	-2	-1	1
Cc1ccc(S(=O)(=O)N2CCCC2CNC(=O)c2ccc(F)c(F)c2)cc1 (stereo not given)	-3	-1	8	-3	3	2	5	-1	0
Cc1nn2c(=O)nc3sc4c(c3c2[nH]c1=O)CCCC4	.	11	12	2	-5	.	2	.	3
Cc1ccc(NC(=O)COC(=O)Cn2cnc3ccccc32)cc1S(=O)(=O)N(C)C	7	2	6	3	4	6	18	6	-1
Cc1ccc(-c2cc(C(F)F)n3ncc(C(=O)N4CCN5CCCC5C4)c3n2)cc1 (stereo not given)	0	2	3	0	12	-1	0	11	-2
Cc1nc2ccc(C(=O)N3c4ccccc4CC3C)cc2s1 (stereo not given)	-7	-3	-4	13	1	6	-10	13	3
Cn1c(Sc2ccc([N+](=O)[O-])cc2C(F)(F)F)nnc1-c1ccccc1	-6	1	3	6	11	6	-5	3	-1
CSc1nc2ccc(NS(=O)(=O)c3ccc([N+](=O)[O-])cc3)cc2s1	.	8	7	3	-9	.	-1	.	3
NC(=O)C1CCN(Cc2nc3c(Br)cc(Br)cc3c(=O)[nH]2)CC1	-3	1	14	-9	-19	-1	-15	-1	-3
C=CCn1c(SCCN2CCOCC2)nc2c1c(=O)[nH]c(=O)n2C	-3	6	-1	3	6	-1	5	7	0
COc1ccc(C(=O)Nc2c(O)ccc3ccccc23)cc1OC	6	6	23	0	9	-4	9	-5	4
O=C(Cc1ccccc1[N+](=O)[O-])N1CCN(S(=O)(=O)c2ccccc2)CC1	3	5	4	-2	10	3	-7	0	1
COc1cc(/C=C2/C(=O)ON=C2C)ccc1OCc1ccccc1F	22	1	5	7	14	2	5	-7	3
CCCc1nn2c(=O)cc(COc3ccc(NC(=O)c4ccco4)cc3)nc2s1	-5	2	16	6	-11	-5	0	5	1
Cc1nc(N2CCN(Cc3ccc(Cl)cc3)CC2)c2oc3ccccc3c2n1	-6	2	-41	-9	8	-5	16	4	-8
Cc1nnc(N2C(=O)C(=O)/C(=C(\O)c3ccc4c(c3)CC(C)O4)C2c2ccccc2)s1 (stereo not given)	1	3	17	3	-3	6	2	2	3
CSCCC(NC(=O)CCC(=O)OCC(=O)[C@@]1(O)CCC2[C@@H]3CCC4=CC(=O)C=C[C@]4(C)C3[C@@H](O)C[C@@]21C)C(=O)O (stereo not given in full)	3	3	7	0	4	0	8	3	1
CCN1/C(=N\N)c2cccc3cccc1c23	-28	-9	-8	-38	-13	-8	1	-24	-13
CCOC(=O)c1cnc2c(C(=O)OCC)cnn2c1N	.	3	-6	1	14	.	7	.	-1
O=C(Cc1ccc(Cl)c(Cl)c1)N1CCOCC1	2	3	-6	-1	3	5	-10	4	1
Cn1c(=O)cc(OCC(=O)NC2CCCCC2)c2ccccc21	1	-6	0	4	-5	5	-10	0	2

As entered above.
PAFAH1B3 inh with Cn1c(=O)cc(OCC(=O)NC2CCCCC2)c2ccccc21 : 0
ZTA counter with Cc1ccc(-c2cc(C(F)F)n3ncc(C(=O)N4CCN5CCCC5C4)c3n2)cc1 (stereo not given) : 12

(continued)
SMILES	PAFAH2 inh	pPAFAH FP inh	PREPL inh	LYPLA2 counter	ZTA counter	PAFAH1B2 inh	EBNA-1 inhibitor	PAFAH1B3 inh	LYPLA1 counter
CC(OC(=O)c1ccc2ncsc2c1)C(=O)NCc1ccccc1 (stereo not given)	.	-2	-7	-5	1	.	-5	.	-1
O=C(O)c1ccc(-n2nnnc2SCc2ccccc2Br)cc1	1	1	-10	2	6	27*	11	5	3
Cc1nn(-c2cccc(C(F)(F)F)c2)c(=O)c2ccccc12	-6	-1	-2	3	-6	2	0	8	3
OCCNCCCCOc1ccc(F)cc1	8	3	-21	1	-19	4	4	0	0
CN(C)S(=O)(=O)c1ccc(C(=O)Nc2ccc3nc(N4CCOCC4)sc3c2)cc1	2	1	16	.	.	1	.	9	.
CCCCCNC(=O)[C@@H]1CSC2c3ccccc3C(=O)N21 (stereo not given in full)	7	-1	9	1	-5	3	-9	-2	4
S=C(NCCC(c1ccccc1)c1ccccc1)Nc1ccc(Cl)cc1	-38	-33	-14	-69	-5	-9	-8	-30	-41
Cn1c(O)c(/C=N/Nc2ccccc2)c(=O)n(C)c1=O	9	5	0	-3	-15	5	-4	2	-1
O=C(CSc1ccc(Cl)cc1)Nc1ccc(N2CCN(C(=O)c3ccco3)CC2)cc1	11	20	48*	2	-3	26*	24	1	-3
O=C1c2ccccc2C(Nc2ccc3c(c2)OCO3)N1Cc1ccco1 (stereo not given)	7	10	4	0	2	0	-7	8	-3
COc1cc(S(=O)(=O)N2CCOCC2)ccc1NC(=O)CSc1n[nH]c(=O)[nH]c1=O	-1	0	2	3	18	6	3	-4	1
C/C(N)=C(/C#N)C(=O)COC(=O)CCCNC(=O)c1ccc(Cl)cc1	8	3	-8	1	-15	3	-6	11	1
CC(Oc1ccc2c(=O)c(-c3ccc(Cl)cc3)c(C(F)(F)F)oc2c1)C(=O)O (stereo not given)	5	2	21	0	-10	4	-4	0	-1
CCN(C(=O)Cc1c(C(=O)O)n(CC)c2ccccc12)c1cccc(C(F)(F)F)c1	2	4	3	-10	-2	9	-7	2	-1
O=C1CCCN1CCCNS(=O)(=O)c1cccs1	6	-4	9	.	.	4	.	-2	.
CC(C)CCNC(=O)NC(=O)CSc1nnc(-c2ccccc2Br)o1	-4	-4	-1	18	5	2	-9	3	2
COc1cccc(/C=C2\SC(=S)N(CCCC(=O)N3CCCCC3)C2=O)c1	-3	4	12	11	-20	-8	-9	-7	-1
CCn1c(SCC(=O)NC2CCCCC2)nnc1-c1cc2cccc(OC)c2o1	-7	-2	16	-1	-11	8	-4	10	0
CS(=O)(=O)Nc1ccc2c(c1)ncn2CCc1ccccc1	3	-4	6	-2	-10	7	-2	5	-3
COC(=O)c1ccc(S(=O)(=O)N2CCN(C)CC2)n1C	-3	0	-6	5	12	-5	-2	-1	1
Cc1ccc(S(=O)(=O)c2nc(S(=O)(=O)c3ccc(C)cc3)c(N3CCN(CCO)CC3)s2)cc1	0	26*	24	1	-14	3	-9	3	1
CN(C)c1ccc(N=Nc2ccccc2C(=O)OCC(=O)N(C)C2CCCCC2)cc1	-8	8	31	13	-21	4	8	2	-3
c1ccc(Cn2c(-c3ccco3)nc3nc4ccccc4nc32)cc1	-3	6	-7	-5	-2	2	14	1	-7
O=C(Cc1cccs1)Nc1nc(-c2ccccc2)cs1	-5	0	-15	-4	-14	2	0	3	-6
CCOc1cc(/C=C2/NC(=O)N(CC(=O)OC)C2=O)ccc1O	4	1	15	-5	3	4	6	3	-6
Cc1ccc(C(=O)Nc2ccc3c(c2)OCO3)cc1S(=O)(=O)N1CCCCC1	6	14	15	-2	7	-2	-7	5	-4
Cc1c(CCC(C)C)c(=O)n2c([nH]c3ccccc32)c1C#N	3	9	-1	-3	7	3	0	12	-4
CC(C)c1ccc(S(=O)(=O)N2CCN(C(=O)Cc3ccsc3)CC2)cc1	6	3	3	0	-3	7	11	16	-1
C[n+]1ccc(/C=C/c2c[nH]c3ccccc23)cc1	-6	1	-9	-9	-9	-3	-10	2	-2

A portion of the library, so the mix of outcomes need not match the whole.
